M1 ag: human M1 muscarinic receptor agonists, primary screen, Fluo-8 calcium fluorescence, CHO-K1 cells, HTS | CHO-K1 hM1, agonist mode; 0% DMSO, 100% acetylcholine EC100 | activation, % at 3 µM | actives 0.33% (n = 360,000);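 active = activation above the run's mean compound activation plus 3 SD, cut at about 16% in these data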;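 note: peak over basal fluorescence ratio within a 140 s kinetic read after compound addition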
Target sequence (P11229 whole entry, looked up): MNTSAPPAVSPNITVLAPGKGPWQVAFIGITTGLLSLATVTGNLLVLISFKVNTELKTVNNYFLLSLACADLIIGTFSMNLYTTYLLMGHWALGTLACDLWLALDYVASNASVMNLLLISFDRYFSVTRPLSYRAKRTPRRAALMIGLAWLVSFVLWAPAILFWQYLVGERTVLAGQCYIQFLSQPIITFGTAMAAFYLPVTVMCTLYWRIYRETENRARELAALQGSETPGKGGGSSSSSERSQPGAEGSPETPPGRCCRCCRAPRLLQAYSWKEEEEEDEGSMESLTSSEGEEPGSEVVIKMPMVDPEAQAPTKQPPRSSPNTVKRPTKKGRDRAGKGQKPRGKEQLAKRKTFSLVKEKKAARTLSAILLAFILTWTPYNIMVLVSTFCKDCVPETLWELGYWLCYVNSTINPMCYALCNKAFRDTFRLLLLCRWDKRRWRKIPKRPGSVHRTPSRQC
TAAR1 ag: human TAAR1 agonists, primary screen, Fluo-8 calcium fluorescence, CHO RD-HGA16 cells; vehicle wells 0%, saturating PEA agonist 100%; activation, % at 3 µM; actives 0.99% (n = 360,000); AID 624467, 2012;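 active = activation above the mean activation of all test compounds in the run plus 3 SD, cut at about 38% in these data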
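Test system: RD-HGA16 (CHO) cells co-expressing Gα16 and hTAAR1 / Benchmarks: DMSO vehicle as 0%, PEA at EC100 as 100% / Repeats: no replicates (n 1) / Measure: % activation from peak over basal fluorescence ratio, DMSO-to-PEA scaled / Timing: 17-24 h plating, Fluo-8 75 min 37 °C, 30 min RT / Technique: kinetic Fluo-8 calcium fluorescence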
CHRM4 antagonist: human M4 muscarinic receptor antagonists, primary screen, CHO cells, Fluo-8 calcium fluorescence; Muscarinic acetylcholine receptor M4 (Homo sapiens), P08173; CHO-hM4 cells, ACh EC80; inhibition, % at 3 µM; actives 0.73% (n = 360,000);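 active = inhibition above its plate's cutoff, the mean inhibition of sample wells plus 3 SD, cut at about 27% in these data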;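 note: 0% = acetylcholine EC80 with DMSO and 100% = DMSO without agonist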
CHRM5 agonist: human M5 muscarinic receptor agonists, primary screen, CHO-K1 cells, Fluo-8 calcium fluorescence; Muscarinic acetylcholine receptor M5 (Homo sapiens), P08912; CHO-K1 hM5 cells; 0% DMSO wells, 100% maximal acetylcholine response; activation, % at 3 µM; actives 0.19% (n = 360,000);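 active = activation above the run's mean over test compounds plus 3 SD, cut at about 23% in these data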;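 note: signal is peak over basal fluorescence ratio across the kinetic read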
Target sequence (P08912 whole entry, looked up): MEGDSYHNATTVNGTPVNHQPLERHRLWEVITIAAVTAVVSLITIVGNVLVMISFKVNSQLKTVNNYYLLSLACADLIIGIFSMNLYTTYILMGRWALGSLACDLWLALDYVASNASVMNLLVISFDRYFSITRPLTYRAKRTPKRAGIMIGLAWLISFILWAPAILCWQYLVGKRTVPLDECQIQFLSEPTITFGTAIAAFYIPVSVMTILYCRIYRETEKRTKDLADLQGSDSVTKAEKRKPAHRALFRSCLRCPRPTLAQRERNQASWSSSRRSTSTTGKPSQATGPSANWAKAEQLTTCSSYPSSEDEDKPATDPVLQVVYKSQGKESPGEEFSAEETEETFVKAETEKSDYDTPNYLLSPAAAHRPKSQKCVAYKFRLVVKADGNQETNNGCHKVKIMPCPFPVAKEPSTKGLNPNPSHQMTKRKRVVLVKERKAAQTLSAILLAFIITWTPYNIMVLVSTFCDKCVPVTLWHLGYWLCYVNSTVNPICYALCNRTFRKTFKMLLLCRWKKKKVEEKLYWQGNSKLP
M5 antag: human M5 muscarinic receptor antagonists, primary screen, CHO cells, Fluo-8 calcium fluorescence; AID 624040, 2012; actives 0.59% (n = 360,000); CHO-hM5 cells, ACh EC80; inhibition, % at 3 µM;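 active = inhibition above a per-plate cutoff, the mean of that plate's test compounds plus 3 SD, cut at about 27% in these data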;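 note: 0% = acetylcholine EC80 with DMSO and 100% = DMSO without agonist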
M1 antag: human M1 muscarinic receptor antagonists, primary screen, CHO-K1 cells, Fluo-8 calcium fluorescence, 1536-well; Muscarinic acetylcholine receptor M1 (Homo sapiens), P11229; actives 1.3% (n = 360,000); CHO-K1 hM1, ACh EC80 antagonist; AID 588852, 2011; inhibition, % at 3 µM;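 active = percent inhibition above its own plate's cutoff, namely the mean of that plate's compound wells plus 3 SD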;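 note: peak over basal fluorescence ratio during 140 s after agonist addition; 0% = ACh EC80 plus DMSO and 100% = DMSO alone without agonist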
CHRM4 agonist: human M4 muscarinic receptor agonists, primary screen, CHO-K1 cells, Fluo-8 calcium fluorescence | actives 0.14% (n = 360,000) | CHO-K1 hM4/Gqi5; vehicle 0%, full acetylcholine response 100% | AID 624127, 2012 | Muscarinic acetylcholine receptor M4 (Homo sapiens), P08173 | activation, % at 3 µM;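 active = activation above the run mean over all test wells plus 3 SD, cut at about 32% in these data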;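 note: peak over basal fluorescence ratio per well then scaled between controls; 0% = DMSO wells and 100% = acetylcholine at EC100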
CHRM5 PAM: human M5 muscarinic receptor positive allosteric modulators, primary screen, CHO-K1 cells, Fluo-8 calcium fluorescence | AID 624038, 2012 | actives 0.3% (n = 360,000) | activation, % at 3 µM | CHO-K1 hM5, ACh EC20 PAM; 0% = ACh EC20, 100% = ACh EC100;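 active = activation above the run cutoff, the mean activation of all test compounds plus 3 SD, cut at about 18% in these data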
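Assay system: CHO-K1 hM5 cells / Incubation: Fluo-8 loading 80 min at 37 °C plus 30 min room temperature / Technique: Fluo-8 calcium dye fluorescence, kinetic read / Repeats: single replicate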
M1 PAM: human M1 muscarinic receptor positive allosteric modulators, primary screen, CHO-K1 cells, Fluo-8 calcium fluorescence, 1536-well; Muscarinic acetylcholine receptor M1 (Homo sapiens), P11229; CHO-K1 hM1, ACh EC20; 0% = ACh EC20, 100% = maximal ACh; activation, % at 3 µM; actives 0.088% (n = 360,000); AID 588819, 2011; in the data active = activation above about 19%, passing the limit was not always enough
Numbers without * were called inactive; / = not tested or not shown.

SMILES	M1 ag	TAAR1 ag	CHRM4 antagonist	CHRM5 agonist	M5 antag	M1 antag	CHRM4 agonist	CHRM5 PAM	M1 PAM
C[C@@H]1CN([C@@H](C)CO)S(=O)(=O)c2ccc(Br)cc2O[C@H]1CN(C)Cc1ccccn1	-6	11	0	1	7	-4	9	-2	-6
O=c1[nH]c(/C=C/c2ccc(OC(F)F)cc2)nc2c1cnn2-c1ccccc1	-7	2	5	-2	-3	-13	1	3	15
COc1ccc(N(CC(=O)O)S(=O)(=O)c2ccc(C)cc2)cc1Cl	-1	8	1	3	-1	6	0	5	8
Cc1cc(OC(C)C(=O)NCCN2CCOCC2)c2c(C)c(C)c(=O)oc2c1 (stereo not drawn)	0	6	-2	-5	-1	-3	0	2	9
O=C(N/N=C/c1ccccc1OCc1ccccc1)c1cccnc1	-8	6	-7	-2	12	-8	4	-9	8
O=C(CN1CCC(n2nnc3cc(F)ccc32)CC1)NCCc1nc2ccccc2[nH]1	-6	1	-8	0	-3	-34	2	-1	4
Cc1noc(C)c1Cn1c(C)c(C(=O)NCc2ccc3c(c2)OCCO3)sc1=O	-4	2	-13	1	-5	-7	6	-1	5
O=C(Nc1ccncc1)Nc1ccccn1	-4	3	-3	-4	0	-12	1	-10	11
COCCCNC(CC(=O)Nc1ccc(OC)cc1OC)C(=O)O (stereo not drawn)	-5	4	-3	1	5	1	0	-1	0
Cc1nn(-c2ccccc2)c(C)c1NC(=O)COC(=O)[C@@H](NC(=O)c1ccccc1)C(C)C	-1	1	-20	1	-4	-17	3	1	8
O=C1/C(=C\c2ccc(O)cc2)SC(=S)N1c1cccnc1	17*	30	0	9	16	19	8	-12	-10
O=C(OCC(=O)N1CCCC1)c1cc(Cl)ccc1[N+](=O)[O-]	7	4	-2	-2	15	-3	0	6	14
Cc1ccc(C(=O)NCC(=O)Nc2ccncc2)s1	-1	0	-16	2	-5	-19	4	16	9
Cc1ccc(C(=O)COC(=O)C2C3C=CC(C3)C2C(=O)OCC(=O)c2ccc(C)c(C)c2)cc1C (stereo not drawn)	-3	0	16	1	4	-13	0	-5	7
CCC(CO)NCc1ccc(OCC(O)c2ccccc2)c(OC)c1 (stereo not drawn)	-4	-1	-1	-1	6	-16	1	-2	7
CC(C)Oc1ccc(C(=O)N(Cc2ccco2)C2CCS(=O)(=O)C2)cc1 (stereo not drawn)	4	8	1	2	2	-8	2	0	21
Nc1ccccc1-c1n[nH]c(=S)s1	-4	/	3	4	-1	6	0	4	1
Cn1c(Cc2ccc(Cl)cc2)nnc1SCC(=O)NC1CC1	-5	0	3	-5	-11	4	0	8	-1
CC(=O)NC1(C(F)(F)F)C(=O)Nc2c1c(=O)[nH]c(=O)n2-c1ccccc1 (stereo not drawn)	-3	2	25	-3	8	-15	0	1	14
O=C(O)c1ccccc1Nc1cc(Cl)c2nonc2c1[N+](=O)[O-]	0	1	0	6	1	-12	-1	0	8
CCOC(=O)c1c(C)n(-c2ccc(C)cc2)c2ccc(O)c(CN(C)C)c12	-9	20	2	-3	-9	-1	3	5	9
COc1ccc(C2/C(=C(/O)c3ccc(C)cc3)C(=O)C(=O)N2CCCN2CCOCC2)cc1 (stereo not drawn)	-2	2	3	0	1	1	1	-3	5
COc1ccccc1CN1CC(C(=O)NCCc2ccccc2Cl)CCC1=O (stereo not drawn)	-1	2	5	-1	-10	-8	1	4	10
Cc1ccc(S(=O)(=O)NC(=O)C2(C)CCN2C(=O)CCc2ccc(Cl)cc2Cl)cc1 (stereo not drawn)	-6	-1	-28	-1	-1	-5	-1	-2	1
CC(=O)Nc1c(C(=O)O)ccc(C)c1OCc1ccccc1	2	1	-7	4	12	5	15	-21	-7

13 structures already listed, arranged by SMILES length, largest number first.
SMILES	M1 ag	TAAR1 ag	CHRM4 antagonist	CHRM5 agonist	M5 antag	M1 antag	CHRM4 agonist	CHRM5 PAM	M1 PAM
Cc1ccc(C(=O)COC(=O)C2C3C=CC(C3)C2C(=O)OCC(=O)c2ccc(C)c(C)c2)cc1C (stereo not drawn)	-3	0	16	1	4	-13	0	-5	7
Cc1nn(-c2ccccc2)c(C)c1NC(=O)COC(=O)[C@@H](NC(=O)c1ccccc1)C(C)C	-1	1	-20	1	-4	-17	3	1	8
COc1ccc(C2/C(=C(/O)c3ccc(C)cc3)C(=O)C(=O)N2CCCN2CCOCC2)cc1 (stereo not drawn)	-2	2	3	0	1	1	1	-3	5
CCOC(=O)c1c(C)n(-c2ccc(C)cc2)c2ccc(O)c(CN(C)C)c12	-9	20	2	-3	-9	-1	3	5	9
CC(C)Oc1ccc(C(=O)N(Cc2ccco2)C2CCS(=O)(=O)C2)cc1 (stereo not drawn)	4	8	1	2	2	-8	2	0	21
COc1ccc(N(CC(=O)O)S(=O)(=O)c2ccc(C)cc2)cc1Cl	-1	8	1	3	-1	6	0	5	8
O=C(OCC(=O)N1CCCC1)c1cc(Cl)ccc1[N+](=O)[O-]	7	4	-2	-2	15	-3	0	6	14
COc1ccccc1CN1CC(C(=O)NCCc2ccccc2Cl)CCC1=O (stereo not drawn)	-1	2	5	-1	-10	-8	1	4	10
O=C1/C(=C\c2ccc(O)cc2)SC(=S)N1c1cccnc1	17*	30	0	9	16	19	8	-12	-10
CCC(CO)NCc1ccc(OCC(O)c2ccccc2)c(OC)c1 (stereo not drawn)	-4	-1	-1	-1	6	-16	1	-2	7
CC(=O)Nc1c(C(=O)O)ccc(C)c1OCc1ccccc1	2	1	-7	4	12	5	15	-21	-7
Nc1ccccc1-c1n[nH]c(=S)s1	-4	/	3	4	-1	6	0	4	1
O=C(Nc1ccncc1)Nc1ccccn1	-4	3	-3	-4	0	-12	1	-10	11

New compounds follow.
SMILES	M1 ag	TAAR1 ag	CHRM4 antagonist	CHRM5 agonist	M5 antag	M1 antag	CHRM4 agonist	CHRM5 PAM	M1 PAM
CC(C)n1nnnc1C1c2ccccc2C(=O)N1CCc1c[nH]c2ccccc12 (stereo not drawn)	/	2	14	6	-1	/	5	-3	/
Cc1ccc(Cl)c(OC(=O)C2CSC3(C)CCC(=O)N23)c1 (stereo not drawn)	-2	2	7	-1	7	25	1	-5	-11
O=C(COC(=O)c1ccc(NS(=O)(=O)c2cccs2)cc1O)NC1CCCCC1	-1	1	1	4	6	0	2	1	0
O=C(NNS(=O)(=O)c1ccc(C(=O)NC2CCCC2)cc1)c1ccncc1	-5	4	1	0	6	0	3	2	3
CCOC(=O)c1c([N+](=O)[O-])c(C)[nH]c(=O)c1C#N	-2	2	5	-1	-3	-2	1	0	8
CCCCn1c(N)c(N(CCOC)C(=O)c2cccc(S(=O)(=O)N3CCCCCC3)c2)c(=O)[nH]c1=O	-3	3	-4	2	-2	-7	0	3	8
COc1cccc(NC(=O)c2cccc(C)c2[N+](=O)[O-])c1	-7	-1	-3	0	-1	-4	0	-3	4
CCOc1ccccc1/C=N/Nc1nc(C)cc(=O)[nH]1	0	/	2	-2	9	-5	0	-2	13
Cc1ccc(NC(=O)COC(=O)c2ccc3c(c2)OCO3)c(C)c1	3	-4	17	2	-2	-14	0	2	18
CCCCn1nc2cc(C(=O)NCC34CC5CC(CC(C5)C3)C4)ccc2c1OC	-10	2	0	-5	4	-10	4	2	2
COc1ccc(C(=O)NC2CCCc3c2cnn3-c2cc(F)cc(F)c2)c(OC)c1OC (stereo not drawn)	-3	-4	-1	-3	-2	-8	5	4	7
Cc1cc(C)nc(NS(=O)(=O)c2ccc(NC(=O)COc3ccccc3F)cc2)n1	0	3	0	2	-1	3	1	2	0
N=c1n(CC(=O)O)c2ccccc2n1Cc1ccccc1Cl	-1	3	3	0	-5	-15	1	8	15
CN1CCN(C(=O)/C(=C\c2cccc([N+](=O)[O-])c2)NC(=O)c2cccs2)CC1	-4	1	5	0	6	-10	0	3	7
Cc1c(C(=O)NCC2CCCO2)sc2nc(-c3ccc(F)cc3)cn12 (stereo not drawn)	3	4	-21	4	-1	-7	7	-9	8
O=C(CN1C(=O)c2cccc3cccc1c23)Nc1ccc(S(=O)(=O)Nc2nccs2)cc1	-2	6	3	0	-10	-2	1	5	3
O=C(Nc1cccc(Cc2ccccc2)c1)Nc1ccc2nc([C@@H]3O[C@H](CO)[C@@H](O)[C@H](O)[C@H]3O)[nH]c2c1	-1	0	-3	2	-1	-15	0	3	9
COc1ccc(NC(=O)C2C(c3ccc4c(c3)OCO4)=Nc3ccccc3N2C(C)=O)cc1 (stereo not drawn)	/	3	24	3	6	/	11	-7	/
Cc1cc(C)cc(NC(=O)N2CCC(NC(=O)c3ccc(F)cc3)CC2)c1	-1	6	-12	-3	4	8	3	19*	-1
Cc1nc(SCC(=O)N2CCN(c3ccccc3)CC2)c2oc3ccccc3c2n1	-2	19	1	-1	-1	-4	8	-3	2
CCOc1cccc2cc(-c3cn4cc(C)ccc4n3)c(=O)oc12	-3	7	-4	-2	-4	4	0	-1	-1
NC(=O)c1ccccc1NC(=O)CCCN1C(=O)CCC1=O	-2	4	-9	-4	-13	-9	2	3	3
O=C(COc1ccccc1[N+](=O)[O-])NC1CC1	-5	3	0	2	1	-11	1	1	12
CCN(CC)S(=O)(=O)c1ccc(C(=O)NC2=NCCS2)cc1	-4	1	-21	-3	-3	-6	2	-3	5
Cc1cc(=O)oc2cc(NC(=O)CCC(=O)O)ccc12	-3	3	-1	2	0	-11	0	0	6
O=S1(=O)CCN(C2CCCCCCC2)CC1	-2	1	-4	0	5	-10	0	-5	3
O=C(OCc1c(Cl)nc2sccn12)c1cc2c(s1)CCCC2	-4	5	2	-4	3	-9	0	-6	9
C1=C(c2ccccc2)Nc2nnnn2C1	-3	1	6	-3	1	6	0	-6	-4
CCCNCc1cc(Br)ccc1OCC(=O)NCCc1ccccc1	-9	6	-20	-4	-1	-13	10	0	-1

Compound activity from PubChem.

Only part of the results is shown; the hit share may differ from the screen's.
